# Bioassay records (PubChem BioAssay)
# S3 lipid droplet = qHTS Assay for Lipid Storage Modulators in Drosophila S3 Cells | AID 2685 | Drosophila S3 cells, BODIPY lipid droplet fluorescence, 18-24 h; cells fed with added oleic acid | 320,000 tested, 0.64% active | Potency in µM for hits, for the others lipid storage change, negative = inhibition, % at the top dose, mostly 46.1 µM; active means well fitted inhibition curve with a large enough effect in the signal ratio, with a control signal flat, not every such curve was filed as active; inconclusive means small, poorly fitted or top-dose-only effect, or effect the other way, or a change in a side signal; the % refers to the signal ratio
#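 Drosophila S3 cells loaded with oleic acid (400 uM, as added) and compounds at several concentrations; lipid droplets imaged by 488-nm laser-scanning cytometry, 500–530 nm intensity and object ratio to cell channel. Percent activity normalized to 20 uM Triacsin C.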
# S3 lipid droplet cell count max = recorded beside S3 lipid droplet, whose call it bears; cell number change, %; measured here: cell count max response;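 cells counted by Cell Tracker Red CMTPX staining in the red channel; peak over a dose series mostly up to 46.1 µM; percent activity relative to internal control wells on each plate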
# * hit, by the source's call; i = inactive; ? = inconclusive; nt = no result given; [ ] = remark or other dose. On the % scale 0 is the no-effect control and ±100 the full control effect; potency means the concentration at half of the fitted maximal effect. This is a subset; count on the stated rates, not on these rows.
molecule | S3 lipid droplet | S3 lipid droplet cell count max
O=C(COc1ccc2ccccc2c1)NNC(=O)C(=O)Nc1ccccc1 | ? | nt
COc1ccc(CSc2ncn[nH]2)cc1[N+](=O)[O-] | 7% | -19
COc1ccccc1N1CCN(c2ccc(Cl)nn2)CC1 | 12% | nt
Oc1ccc2[nH]cnc2c1CN1CCCCC1 | ? | nt
O=C(CSc1nn(-c2ccccc2)c(=S)s1)NC1CCS(=O)(=O)C1 (stereo not given) | 14% | -4
COc1ccc2cc(C(c3nnnn3Cc3ccccc3)N3CCCCCC3)c(=O)[nH]c2c1 (stereo not given) | ? | nt
Cc1ccn2cc(-c3nonc3C)cc2c1 | ? | nt
CCN(C(=O)COC(=O)c1c(-c2ccccc2)noc1C)C1CCS(=O)(=O)C1 (stereo not given) | i | 16
CC(Sc1nc2ccccc2s1)C(=O)Nc1nnc(C(C)C)s1 (stereo not given) | ? | nt
CN(C)CCCNC(=O)c1cc(Br)ccc1O | 2% | 14
O=C(NCc1csc2ccccc12)Nc1cc(Cl)cc(Cl)c1 | 21% | 15
COCCCNCC(O)C(F)(F)F (stereo not given) | ? | nt
Cc1ccc(-n2ncc3c(=O)n(CC(=O)NC4CCCCC4)cnc32)cc1 | ? | nt
CCC1CCCCN1CCNC(=O)CNS(=O)(=O)c1ccc2nc(C)sc2c1 (stereo not given) | -5% | 6
CCOC(=O)C1=C(C)N(CCCCCC(=O)O)C(=O)NC1c1ccc(Cl)cc1 (stereo not given) | ? | nt

# Further structures.
molecule | S3 lipid droplet | S3 lipid droplet cell count max
Cc1cccc(NC(=O)c2cc([N+](=O)[O-])ccc2NCC2CCCO2)n1 (stereo not given) | ? | nt
c1ccc(-n2nnnc2Oc2ccc(-n3ccnc3)cc2)cc1 | ? | nt
O=C(NCc1ccccn1)/C(=N/O)c1ccccc1 | ? | nt
CCC(C)N(C(=O)COc1ccc(-c2nnco2)cc1)C1CCS(=O)(=O)C1 (stereo not given) | 6% | 0
Cc1cc(NC(=O)c2sccc2C)n(-c2cccc(Cl)c2)n1 | 15% | -28
COc1cc(/C=N/O)ccc1Oc1cnccn1 | 2% | 2
Cn1cccc1CC(=O)N/N=C/C(Cl)=C/c1ccccc1 | i | nt
COc1cccc(NC(=S)N2CCN(c3ccccn3)CC2)c1 | ? | nt
O=C(NCc1ccccc1)c1ccc2nccnc2c1 | ? | nt
Cc1ccc(C)c(N2C(=N)S/C(=C\c3ccc(-c4ccccc4C(=O)O)o3)C2=O)c1 | ? | nt
COc1ccc(NS(=O)(=O)c2cccc(C(=O)NCC3(N4CCCCC4)CCCCC3)c2)cc1 | ? | nt
COC(=O)/C(C#N)=C/c1ccc(C)o1 | ? | nt
CCOC(=O)N1CCN(Cc2ccc3ccccc3c2)CC1 | 14% | 0
CSCC[C@H](NC(=O)NCc1cccs1)C(=O)O | 0% | 0
Cc1ccc(CNC(=O)[C@H](Cc2ccccc2)NC(=O)C2CCNCC2)cc1 | ? | nt

# (list continues)
molecule | S3 lipid droplet | S3 lipid droplet cell count max
COc1cc(OC)c(C(=O)OCC(=O)N2CCOCC2)cc1OC | ? | nt
CCN(CC)S(=O)(=O)c1ccc(C(=O)NCc2ccc(C)cc2)cc1 | ? | nt
CC(C)(C)c1ccc(C(=O)O/N=C(\N)c2ccccn2)cc1 | ? | nt
O=C1CC(c2ccc(Cl)cc2)n2nc(N3C(=O)CCC3=O)nc2N1 (stereo not given) | 1% | -10
O=C(NCc1ccco1)c1cc(NS(=O)(=O)c2cccc([N+](=O)[O-])c2)ccc1O | ? | nt
CC(=O)Nc1cc2c(cc1NC(=O)Cn1nc(-c3ccc(F)cc3)ccc1=O)OCCO2 | ? | nt
Cc1cccc(Nc2nc(N)c([N+](=O)[O-])c(N3CCN(C)CC3)n2)c1 | 7% | -10
O=C(Nc1ccc2c(c1)OCCO2)c1cc(-n2cnnc2)ccc1Cl | ? | nt
O=C(OCC(=O)N1CCCC1=O)c1cc2ccccc2o1 | ? | nt
O=C(Nc1nc2ccc(S(=O)(=O)N3CCCC3)cc2s1)c1ccco1 | ? | nt
CC1CCN(CCCCOc2cccc(Br)c2)CC1 | 2% | 1
CC1CCCN(c2nc3c(c(=O)[nH]c(=O)n3C)n2CCSc2nc3ccccc3o2)C1 (stereo not given) | ? | nt
Cc1ccc(NC(=O)CSCC(=O)OC(C)C(=O)Nc2ccc(S(N)(=O)=O)cc2)c(C)c1 (stereo not given) | ? | nt
CC(C)=CC(=O)Nc1ccc(Cl)cc1 | 14% | 9
Cc1csc(SCC(=O)NC(=O)Cc2ccccc2)n1 | -6% | 1

# Additional records:
molecule | S3 lipid droplet | S3 lipid droplet cell count max
Cc1ccc2c(Cl)cc(Cl)c(OCC(=O)NC(C)(C)C)c2n1 | ? | nt
Cc1nnc(NC2=NCCCCC2)o1 | ? | nt
Clc1ccccc1-c1ccc(CN2CCN(c3ccccc3)CC2)o1 | i | nt
Cc1ccc2cc(/C=N/NC(=O)[C@H]3C[C@@H]3c3ccccc3)c(Cl)nc2c1 | 9% | 10
CC(=O)Oc1ccc(C(=O)[C@H]2[C@H]3C(=O)N(c4cccc5ccccc45)C(=O)[C@H]3[C@@H]3C=CC=NN32)cc1 | i | nt
O=C(N/C(=C/c1ccc(F)cc1)C(=O)N1CCCCC1)c1ccco1 | ? | nt
COC(=O)[C@H]1CN(C(=O)c2ccccc2)C(=O)N1 | ? | nt
CC1CN(S(=O)(=O)c2ccccc2)C(C)CN1S(=O)(=O)c1ccccc1 (stereo not given) | 0% | -2
Cc1ccc(Cl)c(NC(=O)COC(=O)c2nn(C)c(=O)c3ccccc23)c1Cl | ? | nt
Cc1cc(C)c(S(=O)(=O)Nc2nccs2)c(C)c1 | ? | nt
CN1CCN(S(=O)(=O)c2ccc(NS(=O)(=O)c3ccccc3)cc2)CC1 | 7% | 5
N#C/C(=C\c1ccc(-c2ccc(F)cc2)o1)C(=O)Nc1nc(-c2cccs2)cs1 | -28% | -13
COc1cc(/C=N/O)cc(Cl)c1OC | 19% | nt
CC(C)(/C=N/O)N(O)C=C1C=CC(=O)C=C1 | 0% | 1
COc1ccc(OCc2cc(C(=O)N(C)Cc3cc(C4CC4)n[nH]3)no2)c(Cl)c1 | ? | nt

# The list goes on:
molecule | S3 lipid droplet | S3 lipid droplet cell count max
COC(=O)c1ccc(C)c(NC(=O)CCc2ccc(OC)c(OC)c2)c1 | ? | nt
CCOC(=O)c1sc(NC(=O)CN2CCN(c3ccccc3)CC2)nc1C | ? | nt
CC1(C)CC(NS(=O)(=O)c2ccc(Cl)cc2)CC(C)(C)N1 | -6% | 12
Cc1c(CC(=O)O)c(=O)oc2cc(OCc3ccc(Br)cc3)ccc12 | -1% | -1
CC(=O)NC1=NN(C(C)=O)C2(CCCC2)S1 | ? | nt
CC(=O)c1cc2c(cc1NC(=O)CN1CCOCC1)OCO2 | ? | nt
O=C(NCCC1=CCCCC1)C1CC(=O)N(C2CCCCCC2)C1 (stereo not given) | ? | nt
N#C/C(=C\c1ccc(OCc2ccc(Br)cc2)cc1)C(=O)Nc1cccc(C(=O)O)c1 | ? | nt
CC(=O)c1ccccc1C(=O)NCc1cccnc1 | -3% | 6
COc1ccccc1C(=O)NCC(=O)OCC(=O)N1CC(C)OC(C)C1 (stereo not given) | ? | nt
COc1ccccc1-n1cc(C(=O)c2cc(Cl)ccc2O)cc(C#N)c1=O | -4% | nt
CN(C)C(=O)N=NC(=O)N(C)C | -1% | 10
COc1cc(/C=C2\C(=N)N3N=CSC3=NC2=O)ccc1OS(=O)(=O)c1ccccc1[N+](=O)[O-] | -23% | -11
O=C(Nc1cccc(-c2nc3ncccc3o2)c1)c1sc2cc(Cl)ccc2c1Cl | ? | nt
COc1cc(NC(=O)Nc2ccc(Cl)c(Cl)c2)c(C(=O)O)cc1OC | i | nt

# Next structures.
molecule | S3 lipid droplet | S3 lipid droplet cell count max
Cc1ccc(NC(=O)OCc2cncs2)cc1 | ? | nt
CC1CCN(CCC(=O)Nc2ccc3c(c2)OCCO3)CC1 | 12% | nt
COc1ccc(OC)c2c(C)c(C)[nH]c12 | 23% | 5
O=C(c1cc(S(=O)(=O)N2CCN(c3ccccc3)CC2)ccc1Cl)N1CCCCCCC1 | 8%[0.0737 µM] | nt
O=C(c1noc2c1CCCCC2)N1CCOCC1 | 0% | -2
CNC(=S)Nc1cc2oc3ccccc3c2cc1OC | ? | nt
NCCSC1CC(=O)N(Cc2ccc(F)cc2)C1=O (stereo not given) | ? | nt
CCc1ccc(-c2nc(CS(=O)CC(=O)NCCc3ccccc3)c(C)o2)cc1 (stereo not given) | ? | nt
CN1CCN(C(=O)Nc2ccc3c(c2)N(C)C(=O)c2ccccc2S3)CC1 | -4% | 22
COc1ccc(-n2nc(C(=O)NCC(=O)NCCN(C)C)c3ccccc3c2=O)c(OC)c1 | ? | nt
CCC(C)NCCOCCOc1ccc(F)cc1 (stereo not given) | ? | nt
COc1ccc(NC(=O)c2nc3nc(C)cc(C(F)F)n3n2)cc1OC | ? | nt
COc1ccc(C(CCN2CCOCC2)c2c(O)cc(OC)cc2OC)cc1 (stereo not given) | ? | nt
C/C(=N\NC(=O)c1cccc(S(=O)(=O)Nc2ccccc2Cl)c1)c1ccc(-n2ccnc2)cc1 | ? | nt
CSc1nsc(SC)c1C(=O)N1CCN(S(=O)(=O)c2ccc(C)cc2)C1C(C)C (stereo not given) | ? | nt

# New compounds follow:
molecule | S3 lipid droplet | S3 lipid droplet cell count max
CC(C(=O)NCCN1CCOCC1)(c1ccccc1)c1ccccc1 | ? | nt
CN1CCN(C(=S)c2ccc(Cl)cc2)CC1 | ? | nt
Cc1cc(C(=O)N2CCCC(Nc3ccc(C(C)C)cc3)C2)nn1C (stereo not given) | 26% | 22
Cc1ccccc1CC(=O)Nc1ccon1 | i | -1
COc1ccc(CCN=C(NS(=O)(=O)c2ccc(Cl)cc2)c2ccccc2)cc1 | -15% | -8
O=C(CC(=O)N/N=C/c1ccc(F)cc1)N/N=C/c1ccc(F)cc1 | ? | nt
O=C(Nc1cccc(Cl)c1)Nn1cnnc1 | ? | nt
CCN(CC(=O)Nc1ccc(NC(C)=O)cc1)CC(=O)Nc1ccc(Cl)c(Cl)c1 | 9% | 2
O=S(=O)(c1ccccc1Cl)N1CCC(O)(c2cccnc2)CC1 | 15% | 1
NC(=O)CN1CCN(c2nc(-c3ccc(F)cc3)cs2)CC1 | -4% | 11
Cc1ccc(CNC(=O)CSc2n[nH]c(N)n2)cc1 | ? | nt
O=C(O)Cc1c(O)ccc2ccccc12 | 7% | -11
O=C(NC1CCCCCC1)c1ccc(CS(=O)(=O)Cc2ccc(F)cc2)o1 | ? | nt
Nc1nc(SCC(=O)c2c(N)n(C3CC3)c(=O)[nH]c2=O)n[nH]1 | ? | nt
CCCCCCN1CC(C(=O)OCC)C(=O)C1=O (stereo not given) | 10% | 2

# Whole records, looked up by structure.
# Cc1ccccc1CC(=O)Nc1ccon1 across the screens: S3 lipid droplet: i; S3 lipid droplet cell count max: -1
# Nc1nc(SCC(=O)c2c(N)n(C3CC3)c(=O)[nH]c2=O)n[nH]1 across the screens: S3 lipid droplet: ?; S3 lipid droplet cell count max: nt

# (more compounds)
molecule | S3 lipid droplet | S3 lipid droplet cell count max
CCCCSc1nnc(CSc2nc3nc(C)cc(C)n3n2)o1 | ? | nt
COc1ccc([C@H]2CC(=O)C=C(c3ccc(-c4ccccc4)c(F)c3)C2)cc1OC | ? | nt
CCNC(=O)CN(c1ccc(C)cc1)S(=O)(=O)c1ccc(SC)cc1 | ? | nt
O=C(NNS(=O)(=O)c1ccc(Br)cc1)c1sccc1-n1cccc1 | ? | nt
COc1ccccc1CC(=O)NC1CCCc2ccccc21 (stereo not given) | ? | nt
Cc1nc2c(ccc3nc(NC(=O)C(c4ccccc4)c4ccccc4)sc32)s1 | ? | nt
COc1cc(CNCc2cccs2)ccc1OCc1cccs1 | ? | nt
COc1cc(S(=O)(=O)N(C)C)ccc1F | -1% | -10
COc1ccc(C2=NOC(C(=O)NCc3cccs3)C2)cc1OC (stereo not given) | ? | nt
CC(=O)c1ccc(N2CCN(C(=O)c3ccc(OCc4c(C)noc4C)cc3)CC2)cc1 | ? | nt
CCOc1ccc(NC(=S)Nc2cc(-c3ccccc3)[nH]n2)cc1 | 13% | -17
CCOC(Cn1cc(C)c(=O)[nH]c1=O)OCC | -6% | 20
CNC(=S)NNC(=O)COc1cccc(C)c1C | 10% | -9
O=[N+]([O-])c1ccccc1/C=C/C=N/N1CCCCC1 | ? | nt
CSCCNC(=O)c1ccc(C(C)(C)C)cc1 | ? | nt

# (cont.)
molecule | S3 lipid droplet | S3 lipid droplet cell count max
O=C(c1ccccc1)n1ccc(-c2cnc(-c3ccccc3)s2)n1 | ? | nt
O=C(O)CCC(=O)Nc1ccccc1C(=O)NC1CCCCC1 | -12% | -6
COc1ccc(C(=O)NNC(=O)c2cc3cc(OC)ccc3oc2=O)cc1 | 0% | 13
Cc1cccc(-c2noc(C(C)NC(=O)c3ccco3)n2)c1 (stereo not given) | ? | nt
CC1CCCC(NC(=O)CSc2nncs2)C1C (stereo not given) | ? | nt
Cc1ccccc1CC1(CO)CCCN(C(=O)c2cc(Cl)ccc2F)C1 (stereo not given) | 1% | -4
CN(C)C(CNC(=O)CCNC(=O)c1ccc(Cl)cc1)c1ccco1 (stereo not given) | -4% | -19

# Part of the list above, with each value named.
mol: O=C(O)CCC(=O)Nc1ccccc1C(=O)NC1CCCCC1
  S3 lipid droplet: -12%
  S3 lipid droplet cell count max: -6
mol: COc1ccc(C(=O)NNC(=O)c2cc3cc(OC)ccc3oc2=O)cc1
  S3 lipid droplet: 0%
  S3 lipid droplet cell count max: 13
mol: Cc1cccc(-c2noc(C(C)NC(=O)c3ccco3)n2)c1 (stereo not given)
  S3 lipid droplet: ?
  S3 lipid droplet cell count max: nt
